# Assay outcomes: PubChem, National Center for Advancing Translational Sciences (NCATS)
# POLH inh: inhibitors of human DNA polymerase eta | Potency, µM (doses to about 114 µM), without a hit: top-dose activity change, negative = inhibition, actives largely listed as inhibitors | AID 588591 | recombinant Pol eta, fluorescent DNA replication assay | 390,000 compounds, 1.2% hits; also: potency is read from the fitted curve at half-maximal effect; % is scaled to controls: 0 for no effect and ±100 for the full control effect
#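 Pol eta at 10 nM preincubated with compounds 15 min at room temperature; reaction started with fluorescent substrate (50 nM final) and read kinetically at 0 and 10 min.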
# G9a inh: inhibitors of human histone lysine methyltransferase G9a; AID 504332; Q96KQ7; G9a H3K9 monomethylation, AlphaScreen, 2 h; 350,000 compounds, 8.8% hits; Potency, µM (series often up to 102 µM), for inactives: at the top dose activity, negative = inhibition, actives largely listed as inhibitors; also: potency is read from the fitted curve at half-maximal effect; % is scaled to controls: 0 for no effect and ±100 for the full control effect; nearly all actives have a fitted effect of over 75% in size
#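 AlphaScreen detection with an anti-monomethyl H3K9 antibody quantified product after a 2 h room-temperature reaction containing 500 nM biotinylated H3K9 peptide, 20 µM SAM and 20 nM enzyme, which had been preincubated 15 min with compound.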
# PGK inhibitor: T. brucei PGK inhibition; P07378; 380,000 compounds, 0.043% hits; Potency, µM (top dose mostly 57.5 µM), for inactives: top-dose activity change, negative = inhibition, hits mostly inhibitors; PGK/GAPDH coupled, Kinase-Glo luminescence, 60 min; AID 602233; also: potency is read from the fitted curve at half-maximal effect; % is scaled to controls: 0 for no effect and ±100 for the full control effect; nearly all actives have a fitted effect of over 60% in size
#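 Luminescent ATP detection (Kinase-Glo Plus) follows a 60-minute room-temperature incubation, with wells lacking PGK as controls. Buffer: 100 mM TEA (pH 7.6), 5 mM MgCl2, 0.01% Tween-20. Coupling enzyme GAPDH (100 nM final) supplies unstable 1,3-BPG in-well.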
# PI4K2A block: PI4K2A (human) kinase inhibition. 420,000 compounds, 0.13% hits. Q9BTU6. activity change, negative = inhibition, % at 76.9 µM. purified PI4K2A, ADP-Glo luminescence, 1 h; stronger effect = lower value; in the data active = activity change below about -50%; inconclusive = mostly about -30% to -49%;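 also: -100% = wells without enzyme as full effect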
# Target sequence (Q9BTU6 whole entry, looked up): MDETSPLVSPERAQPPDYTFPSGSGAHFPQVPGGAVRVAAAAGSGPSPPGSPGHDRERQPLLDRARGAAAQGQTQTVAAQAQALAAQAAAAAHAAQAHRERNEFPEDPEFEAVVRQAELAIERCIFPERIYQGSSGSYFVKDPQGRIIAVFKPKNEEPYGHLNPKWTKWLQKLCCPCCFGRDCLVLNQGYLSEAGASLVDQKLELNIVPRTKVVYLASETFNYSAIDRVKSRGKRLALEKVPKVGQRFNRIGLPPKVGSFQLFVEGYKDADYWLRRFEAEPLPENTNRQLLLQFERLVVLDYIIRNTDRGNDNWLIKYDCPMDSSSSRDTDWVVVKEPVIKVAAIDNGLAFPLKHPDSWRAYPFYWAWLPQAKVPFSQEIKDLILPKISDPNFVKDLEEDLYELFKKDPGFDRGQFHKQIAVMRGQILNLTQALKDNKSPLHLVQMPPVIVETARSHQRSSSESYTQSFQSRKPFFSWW
#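 Compounds are screened against recombinant PI4K2A using PI as substrate and ATP, the latter dispensed at 300 microM. Reactions run one hour at ambient temperature before ADP-Glo detection; full inhibition defined by wells lacking enzyme.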
# JMJD2A Tudor: JMJD2A Tudor domain (human) inhibition | AlphaScreen JMJD2A-Tudor / H3K4me3 peptide binding | O75164 | Potency, µM (titrated, usually from 114 µM), for the others: top-dose activity change, negative = inhibition, most hits filed as inhibitors | 390,000 compounds, 4.4% hits; also: potency is read from the fitted curve at half-maximal effect; % is scaled to controls: 0 for no effect and ±100 for the full control effect; nearly all actives have a fitted effect of over 50% in size
# Pin1 inhibitor: blocks the human prolyl isomerase Pin1; 390,000 compounds, 0.009% hits; Pin1 FP peptide displacement, HiFluor488, 10 min; Q13526; Potency, µM (series often up to 115 µM), inactives show top-dose activity, negative = inhibition, actives largely listed as inhibitors; active = well fitted inhibition curve with a large enough effect in the polarisation, with a control signal flat, not every such curve was filed as active; inconclusive = small, poorly fitted or top-dose-only effect, or effect the other way, or a change in a side signal; inactive = no such curve, though single readings can be large or run the other way; the % refers to the polarisation; also: potency is read from the fitted curve at half-maximal effect; % is scaled to controls: 0 for no effect and ±100 for the full control effect
# Target sequence (Q13526 whole entry, looked up): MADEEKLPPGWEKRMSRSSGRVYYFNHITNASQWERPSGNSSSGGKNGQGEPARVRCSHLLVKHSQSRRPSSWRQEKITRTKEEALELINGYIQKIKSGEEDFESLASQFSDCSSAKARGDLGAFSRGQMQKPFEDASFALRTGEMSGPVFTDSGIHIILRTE
# HP1b chromo inh: HP1-beta chromodomain-methylated histone interaction inhibition. P83916. AlphaScreen HP1-beta / biotin-H3K9me3 peptide binding. Potency, µM (titrated, usually from 114 µM), for the others: top-dose activity change, negative = inhibition, usual class: inhibitors. 390,000 compounds, 0.56% hits; also: potency is read from the fitted curve at half-maximal effect; nearly all actives have a fitted effect of over 70% in size; inactives centre near 23
# Target sequence (P83916 whole entry, looked up): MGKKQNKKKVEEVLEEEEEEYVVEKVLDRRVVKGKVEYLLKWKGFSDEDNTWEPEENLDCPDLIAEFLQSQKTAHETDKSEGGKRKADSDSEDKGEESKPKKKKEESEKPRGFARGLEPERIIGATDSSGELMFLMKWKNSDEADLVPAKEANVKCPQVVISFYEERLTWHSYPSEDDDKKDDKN
#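 AlphaScreen: HP1-beta (50 nM) preformed 30 min with biotin-H3(1-18)K9me3 peptide (50 nM) in PBS pH 7.4, 0.01% Tween-20. Compound added for 30 min at RT, then streptavidin donor/nickel chelate acceptor beads (10 ug/mL) for 30 min.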
# BAZ2B inh: blocks human BAZ2B; Potency, µM (highest dose often 114 µM), inactives show top-dose activity change, negative = inhibition, hits mostly inhibitors; AID 504333; Q9UIF8; AlphaScreen BAZ2B-H3K14Ac peptide displacement; 360,000 compounds, 4.4% hits; also: potency is read from the fitted curve at half-maximal effect; % is scaled to controls: 0 for no effect and ±100 for the full control effect; nearly all actives have a fitted effect of over 60% in size
#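 BAZ2B (50 nM) with biotin-H3(5-23)K14Ac peptide (50 nM) in PBS pH 7.4, 0.01% Tween-20, preformed 30 min, then compound 30 min at room temperature; top concentration 110uM. AlphaScreen streptavidin donor/nickel chelate acceptor beads (10 ug/mL final), 20 min dark, signal read.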
# GLS inh: blocks human kidney-isoform glutaminase activity | GLS enzymatic activity, qHTS titration | 410,000 compounds, 0.21% hits | AID 624170 | O94925 | Potency, µM (doses to about 45.5 µM), for the others: top-dose activity change, negative = inhibition, most hits filed as inhibitors; also: potency is read from the fitted curve at half-maximal effect; % is scaled to controls: 0 for no effect and ±100 for the full control effect
#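 hKGA; 45 mM KH2PO4 pH 8.2 + 0.02% Tween-20; cpd via pin tool; 1 mM Gln soln; GluOx/HRP/Amplex Red; RT 30 min; fluor. t0 & final.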
# The depositor's hits bear a star; i = inactive; ? = inconclusive; nt = no result given; & = joins results of further samples; ! = not active in a repeat; [ ] = another dose, or the depositor's remark. Unless noted, calls follow the shape of the dose curve; as a rule, active = well fitted curve in the direction sought with a large enough effect; inconclusive = small, poorly fitted or top-dose-only effect, or another doubt; inactive = no such curve, though single readings can be large; an effect the other way counts as inactive or inconclusive.
SMILES,POLH inh,G9a inh,PGK inhibitor,PI4K2A block,JMJD2A Tudor,Pin1 inhibitor,HP1b chromo inh,BAZ2B inh,GLS inh
CCOC(=O)c1cc(C(=O)c2cc(Br)ccc2O)coc1=N,-11%,-8%[59 µM],i,-3,-20%,10%,10%,-19%,11%
NC(=O)C(c1ccc(F)cc1)c1ccc(C(=O)c2ccccc2)cc1 (centres undefined),-3%,7%,0%,-5,-20%,8%,27%,-3%,1%
CCOc1ccc(NC(=O)C(c2ccccn2)N(C(=O)CCl)c2ccc(OC)cc2)cc1 (centres undefined),-17%,2µM*,-1%,-1,89µM*,-11%,-27%,?,11%
COc1ccc(-n2nc(C(=O)NCC(=O)N(C)Cc3ccccc3)c3ccccc3c2=O)cc1,-17%,13%,-3%,1,-15%,6%,6%,1%,1%
CCC(=O)N1CCc2cc(CNS(=O)(=O)c3cc(OC)ccc3OC)ccc21,-20%,9%[59 µM],3%,4,-7%,2%,24%,26%,-12%
O=C(Nc1scc(-c2ccccc2)c1C(=O)O)c1ccco1,2%,?,16%,-6,8%,7%,28%,3%,3%
FC(F)(F)c1cccc(NC(=S)NC2CCCC2)c1,-16%,21%[59 µM],-9%,5,15%,0%,43%[activator],-4%,-1%
COc1cc(/C=N/NC(=O)/C(=C\c2ccc3c(c2)OCO3)NC(=O)c2ccccc2)ccc1O,?,-9%,i,1,-7%,4%,-5%,-8%,29%
COc1ccc(CNC(=O)c2ccc(S(=O)(=O)N3CCOCC3)cc2)cc1,-28%,-23%,6%,0,1%,7%,25%,-2%,-13%
CC(=O)Nc1cc(-c2nn(CC(=O)N3CCCCC3)c(=O)c3ccccc23)ccc1N1CCOCC1,-3%,-31%[12.7 µM],-10%,-3,-12%,0%,6%,9%,45%[activator]
CN(c1ccccc1C(=O)Nc1cccc([N+](=O)[O-])c1)S(=O)(=O)c1ccccc1,-21%,-10%,-1%,-2,-33%,-8%,15%,-29%,2%
O=C(Cc1ccccc1)NC1c2ccccc2-c2ccccc21,-10%,?,i,-3,-8%,-1%,29%,-1%,-3%
CCN(CC(=O)Nc1ccc2c(c1)OCCO2)C(=O)/C=C/c1ccccc1,-18%,4%[59 µM],-6%,4,-21%,0%,14%,1%,-4%
CC(C)(C)c1cc(C(=O)NCC(=O)OCC(=O)c2cccc([N+](=O)[O-])c2)cc(C(C)(C)C)c1,-14%,-10%,5%,2,-23%,1%,4%,-9%,7%
CCc1cccc(C)c1NC(=S)N(CCN(C)C)C(C)c1ccco1 (centres undefined),-24%,9%[12.7 µM],i,0,2%,2%,33%,-13%,-5%
CC(C)(C)C(C(=O)Oc1ccccc1)c1ccccc1 (centres undefined),-14%,-3%[0.501 µM],-7%,-6,46%[activator],-1%,78%[activator],106%[activator],?
NC(=O)COc1ccccc1,-3%,25%[59 µM],-3%,5,6%,4%,68%[activator],1%,-7%
CCc1ccc(OCc2nc(-c3ccc(OC)c(OC)c3)no2)c(Br)c1,-16%,114%[activator][59 µM],0%,1,61%[activator],?,105%[activator],78%[activator][57.1 µM],0%
O=C(NCCOc1ccc(Cl)cc1)c1ccco1,5%,7%,2%,2,-2%,0%,8%,0%,-10%
C=CCOCCN1C(=O)C2C3C=CC(C2C1=O)C1C2C(=O)N(CCOCC=C)C(=O)C2C31 (centres undefined),20µM*,-48%,-22%,-6,?,-17%,2%,?,35%[activator]
Cc1ccc2c(c1)nnn2C1CCN(C(=O)C2CCCCC2)CC1,-12%,1%,-8%,2,-6%,-3%,55%[activator],-1%,-2%
O=C(O)C(Cc1ccccc1)n1cccc1 (centres undefined),?,6%[59 µM],-6%,0,-10%[11.4 µM],-12%,6%,-36%,13µM*
CCN(CC(=O)Nc1cc(Cl)ccc1C)C(=O)CC1CCCC1,-2%,nt,2%,2,-1%,-4%,41%[activator],nt,-2%
COc1ccc(OC)c(/C=N/NC(=O)C(=O)N2CCCCCC2)c1,-15%,23%,-6%,-1,3%,-2%,33%,-1%,-7%
COc1ccc(OC)c(C2=NS(=O)(=O)N(C)C(C(=O)Nc3cccc(C(C)=O)c3)=C2)c1,-17%,45µM*,-7%,-1,16µM*,26%,-11%,?,-2%
CCc1nc(SCC(=O)Nc2ccc(N(CC)CC)cc2)n[nH]1,-5%,nt,-1%,4,-22%,?,16%[57 µM],nt,0%
Cc1ccccc1NC(=S)NCCc1c[nH]c2ccccc12,-20%,3%[59 µM],i,4,-25%,0%,-2%[57 µM],?,0%
CC(=O)c1ccc(NC(=O)c2cc(S(=O)(=O)N3CCOCC3)ccc2C)cc1,-7%&-10%,10%,-6%&12%,2&-2,-12%&-10%,-5%&8%,22%&19%,-8%&-3%,-7%&-2%
O=C1NC(=Nc2ccccc2Cl)S/C1=C\c1cccc([N+](=O)[O-])c1O,?,8.9µM*,?,-9,40µM*,12%,?,11µM*,15%
CCOc1ccccc1N1CCN(C(=O)/C=C/c2cccc([N+](=O)[O-])c2)CC1,-2%,10%[59 µM],8%,-4,?,-6%,-13%,?,-9%
O=C(NC1CCCC1)c1ccc(CSc2nc3ccncc3n2Cc2ccc(F)cc2)cc1,-16%&-15%,45µM*!,-4%&-7%,1&-3,-24%&-20%,10%&15%,20%&22%,-4%&-5%,-8%&2%
CCC(CC)Nc1ccc(C(CC(N)=O)NC(=O)Cc2ccc(Br)cc2)cc1[N+](=O)[O-] (centres undefined),-9%,5%[12.7 µM],0%,2,-18%,?,18%,-4%,-4%
CO[C@H]1CC[C@@]2(C)[C@@H](CC[C@@H]3[C@@H]2CC[C@@]2(C)[C@H]3C[C@H](C(=O)N[C@@H](CCCN=C(N)N)C(=O)NCC(=O)N[C@@H](CC(=O)O)C(N)=O)O[C@]23CCCO3)C1,-15%,nt,i,-11,-8%,-6%,3%,nt,9%
Cc1ccc(C)c(N2N=C(C(=O)OCC(=O)N(C)c3ccccc3)CCC2=O)c1,-10%,11%,-6%,-2,-18%,1%,8%,-5%,5%
CS(=O)(=O)N1CCc2cc(C(=O)Nc3cccc(F)c3)ccc21,-1%,-2%[59 µM],i,5,-26%,5%,1%,1%,-13%
COc1ccc(Cn2c(C)nc3ccc([N+](=O)[O-])cc3c2=O)cc1,-9%,nt,-1%,-4,?,-4%,5%,?,2%
COC(=O)c1ccc(N2CCN(C)CC2)c(NC(=O)c2cccs2)c1,-25%,?,-10%,5,-14%,0%,-7%,-17%,1%
CCCn1cnnc1CNC(=O)C1CCC(=O)N(CCCc2ccccc2)C1 (centres undefined),-8%,-2%,-4%,5,-3%,-1%,16%,1%,1%
Cc1cc(C)n(CC(=O)NNC(=O)c2ccc(S(C)(=O)=O)cc2)n1,-8%,nt,-7%,-5,-7%,-5%,22%,nt,22%
O=C(c1ccc(COc2ccccc2Br)o1)N1N=C(C(F)F)CC1(O)C(F)F (centres undefined),-17%,14%[59 µM],-2%,-5,-1%,10%,35%,8%,-9%
CC1(C)CC(C(CC(=O)O)c2ccccc2)CCO1 (centres undefined),12%,24%[59 µM],-9%[11.5 µM],-3,-12%,6%,16%,10%,-2%
CCOc1ccc(NC(=O)CSc2nc3[nH]ncc3c(=O)n2-c2ccccc2OC)cc1,-11%,-12%,14%,-2,-28%,-1%,22%,-6%,22%
CCS(=O)(=O)N1CCN(c2c(Cl)cccc2[N+](=O)[O-])CC1,-16%,-29%[12.7 µM],-6%,2,-6%,0%,52%[activator],-27%,0%
CC(C)CC[n+]1ccccc1/C=C/c1ccc(N(C)C)cc1,-2%,32µM*,-1%,-2,-15%,?,11%,-31%,29%
NC(=S)NN=CCn1cc([N+](=O)[O-])c(=O)[nH]c1=O,-21%,nt,-1%,-3,-3%,-10%,-14%[57 µM],nt,2%

# Single entries from the list:
# POLH inh result of CC1(C)CC(C(CC(=O)O)c2ccccc2)CCO1 (centres undefined) = 12%
# JMJD2A Tudor result of Cc1cc(C)n(CC(=O)NNC(=O)c2ccc(S(C)(=O)=O)cc2)n1 = -7%

# Following part.
SMILES,POLH inh,G9a inh,PGK inhibitor,PI4K2A block,JMJD2A Tudor,Pin1 inhibitor,HP1b chromo inh,BAZ2B inh,GLS inh
O=C1Cc2cc(S(=O)(=O)Nc3cccc(C(F)(F)F)c3)cc3c2N1CCC3,-6%,0%[59 µM],-9%,1,-20%,1%,-7%,-1%,-10%
O=C(C1CCCN(S(=O)(=O)c2cccc3nsnc23)C1)N1CCN(c2ccccc2)CC1 (centres undefined),-16%,-39%[59 µM],-1%,-4,-34%,13%,-8%,nt,-1%
O=C(NCc1cc(C(F)(F)F)ccc1Cl)c1cccc2c1C(=O)c1ccc(N3CCCCC3)cc1S2(=O)=O,-6%,nt,-4%,-1,-26%,?,18%,nt,-1%
CCOC(=O)c1cccc(NC(=O)CCn2nc(C)c3c(C)n(-c4ccccc4)nc3c2=O)c1,3%,-5%[59 µM],i,-6,-11%,-1%,11%,-12%,-7%
CSCCC(NS(=O)(=O)c1ccc(C)cc1)C(=O)N1CC=C(c2ccccc2)CC1 (centres undefined),-7%,10%,-7%,0,-1%,0%,28%,5%,-3%
O=C(c1cccc(COCC(F)(F)C(F)F)c1)N1CCN(c2ccccc2)CC1,-12%,?,-5%,5,-18%,0%,18%,-7%,1%
CCOC(=O)N1CCN(C(=O)CN(CC)S(=O)(=O)c2cc(C)ccc2OC)CC1,15%,nt,-4%,0,-5%,-18%,28%,0%,-3%
Cc1c(OCC(=O)N[C@@H](CSCc2ccccc2)C(=O)O)ccc2c3c(c(=O)oc12)CCC3,-12%,-12%[12.7 µM],-1%,4,-20%,5%,31%,2%,7%

# This is a subset; count on the stated rates, not on these rows.
